Source: PubChem BioAssay (several laboratories)
PhoP inhibition: PhoP-dependent GFP reporter repression – Salmonella Typhimurium, primary screen (AID 1863). S. Typhimurium PhoP-regulated promoter GFP reporter, 4 h; higher % means a stronger effect. one-dose inhibition, % at 50 µM; IC50 in µM for titrated hits. 300,000 compounds, 0.16% hits;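 active means inhibition over 29.93%, a cutoff 3 SD above the screen mean, later confirmed by dose response; inconclusive means inhibition over 29.93% but no dose response follow-up; inactive means inhibition at most 29.93% or unconfirmed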;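 further: 0% = low Mg2+ inducing control and 100% = high Mg2+ repressing control; strong numbers were not always called active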
SV40 large T antigen: SV40 large T antigen inhibitors, biochemical (AID 1903). SV40 large T antigen ATPase/helicase inhibition assay; higher % means a stronger effect. one-dose inhibition, % at 20 µM; IC50 in µM for titrated hits. 310,000 compounds, 0.39% hits; in the data active means a potency from the dose series; inconclusive means inhibition mostly from about 32% at the one dose, without a potency; inactive means the rest, 99 in 100 with inhibition below about 32%; further: strong numbers were not always called active
RSV antiviral HEp-2: inhibition of RSV-induced cytopathic effect – HEp-2 cells, primary 10 µM value included (AID 2391); HEp-2 cells, RSV-induced CPE inhibition; higher % means a stronger effect; one-dose CPE inhibition, % at 10 µM; IC50 in µM for titrated hits; 310,000 compounds, 0.13% hits; in the data active means a potency from the dose series; inconclusive means CPE inhibition mostly from about 23% at the one dose, without a potency; inactive means the rest, 99 in 100 with CPE inhibition below about 21%; further: strong numbers were not always called active
Myeloid diff MLP: compounds promoting myeloid differentiation | ER-HoxA9 myeloid progenitors, lysozyme-GFP differentiation, flow cytometry | calls only at 10 µM | 360,000 compounds, 1% hits | AID 624256;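 active means normalized GFP-positive differentiation at or above the plate's own cutoff, the solvent-only control mean plus 3 SD; inconclusive means no clear call, values can overlap the other calls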;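 further: cells exposed to compound for four days before flow analysis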
MgcRacGAP inhibition: MgcRacGAP GTPase-activating activity inhibitors, confirmation, biochemical, ADP Hunter fluorescence | MgcRacGAP-stimulated Rac1 GTP hydrolysis, ADP Hunter fluorescence; higher % means a stronger effect; GST-tagged Rac1 F28L mutant substrate | 340,000 compounds, 0.6% hits | one-dose inhibition, % at 30 µM; IC50 in µM for titrated hits | AID 624330;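 active means first-screen hits whose inhibition reached a set limit at any dose in the follow-up dose series; inconclusive means inhibition above the set first-screen limit but never retested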;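 further: fluorescence reports GDP produced by GAP-driven GTP hydrolysis; strong numbers were not always called active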
UTI89 phage lysis: inhibition of K1F phage lysis, E. coli UTI89, bacterial capsule biogenesis inhibitors, alamar blue (AID 488966) | E. coli UTI89 K1F phage lysis, alamar blue, 2 h; higher % means a stronger effect | inhibition, % at 100 µM; hits with a dose series show IC50 in µM | 340,000 compounds, 0.02% hits;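 active means phage lysis inhibition, versus mean bacterial control, above a set limit; inconclusive means no clear call, values can overlap the other calls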;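 further: capsule biogenesis inhibitors block K1F phage lysis so surviving cells raise fluorescence; higher fluorescence means more inhibition of phage lysis; actives were called in the ten point dose series up to 300 µM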
NTR1 agonist: agonists of NTR1, primary screen, imaging, U2OS cells, beta-arrestin-GFP, high content (AID 493036) | activation, % at 20 µM | 330,000 compounds, 0.17% hits | NTR1-U2OS beta-arrestin-GFP spot imaging, agonist mode | P30989;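 active means activation at or above 40% of the spot to cytoplasm intensity ratio, with at least 20 cells analyzed; inconclusive means wells under 20 cells, flagged as cytotoxic or low count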;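 further: 0% = DMSO without peptide and 100% = 100 nM NTR1 peptide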
Target sequence (P30989 whole entry, looked up): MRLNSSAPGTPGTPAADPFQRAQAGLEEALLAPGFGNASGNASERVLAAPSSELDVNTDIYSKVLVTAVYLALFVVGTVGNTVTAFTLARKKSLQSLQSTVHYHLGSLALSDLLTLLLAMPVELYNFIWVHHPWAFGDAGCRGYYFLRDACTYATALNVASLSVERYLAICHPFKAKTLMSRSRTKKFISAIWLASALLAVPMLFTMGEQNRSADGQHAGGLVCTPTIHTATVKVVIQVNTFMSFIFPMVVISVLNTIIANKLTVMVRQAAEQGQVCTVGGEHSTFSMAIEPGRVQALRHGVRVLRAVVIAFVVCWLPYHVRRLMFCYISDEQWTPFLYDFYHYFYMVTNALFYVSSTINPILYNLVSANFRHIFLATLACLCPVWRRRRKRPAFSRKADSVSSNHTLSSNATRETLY
TNAP activators: stimulation of alkaline phosphatase TNAP activity – biochemical, luminescent, no phosphate acceptor, uHTS, primary screen (AID 1001); purified TNAP, luminescent activation assay, no phosphate acceptor; higher activation fold means a stronger effect; 200,000 compounds, 0.03% hits; activation fold at 20 µM, or EC50 in µM where a hit was titrated; in the data active means activation fold from about 3, or a potency from the dose series; inactive means the rest, 99 in 100 with activation fold below about 1.6; further: many of its hits are not listed in these tables
T cell modulator: modulates CD8 T cell binding to vesicles. 2C CD8+ T cell-vesicle binding, flow cytometry; active compounds read low. calls only at 7 µM. 330,000 compounds, 0.068% hits;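 active means response, share of CD8 T cells binding vesicles, and their 90th percentile fluorescence all below set limits, cut at about 80% in these data, passing the limit was not always enough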
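Test system: purified 2C TCR transgenic mouse naive CD8+ T cells. Probe or stimulus: QL9-peptide-loaded Drosophila micro-vesicles bearing Ld, ICAM-1 and B7-1. Incubation: binding step 1.5 h, 37 °C, antibody labelling 20 min, ice. Measured by: flow cytometry of vesicle-bound cells.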
T cell modulator vesicle-bound %: further read-out of T cell modulator, marked with its call; double positive events, %; measured here: CD8+ vesicle-bound cell fraction;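 binding gate set so that unloaded-vesicle control wells show 10% double positive cells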
NTR1 agonist cell count 20 µM: also measured in NTR1 agonist; calls as there; cell count; measured here: cell count, cytotoxicity flag
Myeloid diff MLP GFP+ MAC1+ %: second read-out of Myeloid diff MLP, no call of its own (marks repeat the call); GFP+ MAC1+ double positive, %; measured here: differentiation confirmed by MAC1 staining
Starred values were filed as active, the others as inactive; i = inactive; u = inconclusive; x = no result given; [ ] = remark or other dose.

SMILES	PhoP inhibition	SV40 large T antigen	RSV antiviral HEp-2	Myeloid diff MLP	Myeloid diff MLP GFP+ MAC1+ %	MgcRacGAP inhibition	UTI89 phage lysis	NTR1 agonist	NTR1 agonist cell count 20 µM	TNAP activators	T cell modulator	T cell modulator vesicle-bound %
O=C(O)COc1ccc(/C=C2/SC(=S)N(Cc3ccccc3)C2=O)cc1	1%	24%	3.5%	i	0.6	17%	0.1%	1.3	78	x	i	59
C=CCN1C(=O)/C(=C2/Sc3ccc(OC)cc3N2C)SC1=Nc1ccc(OC)cc1	-4%	22%	-1.9%	x	x	x	x	-0.5	39	1.1	i	65
CCC(C)Sc1ccc([C@@H]2[C@@H]3C(=O)N(C)C(=O)[C@@H]3[C@]3(C(=O)OC)CCCCN23)cc1OC (stereo not given in full)	-2%	2%	-3.2%	i	1.9	6%	-0.5%	-1.9	95	x	i	26
Cc1ccc(-c2nnn(CCC(=O)Nc3ccc4c(c3)OCO4)n2)cc1	-5%	6%	-0.7%	i	11	-8%	4.8%	-1.4	52	1.1	i	25
Cc1cc(NC(=O)CN2C(=O)NC(C)(CC(C)C)C2=O)no1 (stereo not given)	x	x	x	i	1.7	4%	0.5%[50 µM]	1.1	56	x	i	54
COc1ccccc1CNC(=O)c1cccc(NC(=O)c2ccccc2)c1	-1%	12%	1.8%	i	0.2	5%	0.1%	-0.8	65	1.1	i	57
CN1C(=O)S/C(=C\c2ccc(-n3cncn3)cc2)C1=O	-5%	5%	2.5%	i	0.0	-7%	-1.6%	-1.4	81	1.1	i	61
COc1ccc(O)c(-c2cc(-c3ccccc3[N+](=O)[O-])[nH]n2)c1	10%	16%	5.8%	i	1.1	6%	4.0%	0.5	64	2.1	i	29
COc1ccc(-c2nn(-c3ccccc3)cc2C(=O)N2c3ccc(C)cc3C3CN(C)CCC32)cc1 (stereo not given)	8%	11%	-1.0%	i	0.3	-9%	0.5%	0.8	78	1	i	58
CCOc1ccccc1-c1nc(CN(Cc2cnn(C)c2)C(C)C)c(C)o1	-1%	8%	0.2%	i	0.4	0%	0.3%	0.5	46	1	i	19
COc1ccc(S(=O)(=O)N2CCN(CC(=O)c3ccc(O)c(O)c3)CC2)cc1	2%	x	1.0%	i	11	-1%	-8.3%	1.9	64	x	i	10
Cc1ccc(NS(=O)(=O)c2cccc3nsnc23)cc1	-4%	3%	-2.2%	i	0.4	2%	0.7%[50 µM]	-1.8	55	x	i	16
CCc1ccc(C(=O)NNC(=O)[C@H](C)NC(=O)c2ccco2)cc1	x	x	x	i	0.9	5%	0.7%[50 µM]	-1.3	52	x	i	47
CC(=O)c1c(C)[nH]c(C(=O)COC(=O)c2ccc3c(=O)n4c(nc3c2)CCC4)c1C	-19%	1%	14%	i	0.5	0%	0.4%	-0.6	43	1.1	i	24
CN1CCN(C(=O)C2CC(=O)N(c3ccc(F)c(Cl)c3)C2)CC1 (stereo not given)	6%	0%	1.2%	i	2.0	7%	0.2%	-2.4	95	1.1	i	29
CC(=O)c1ccc(NC(=O)c2ccc(C)c(Br)c2)cc1	-7%	4%	17%	i	0.2	13%	0.0%	-0.6	69	1.1	i	57
CN(CC(=O)Nc1c(F)cccc1F)Cc1cccs1	-2%	9%	2.2%	i	2.1	6%	0.5%	0.6	59	x	i	46
CCc1ccc(NC(=O)c2cc(S(=O)(=O)N3CCc4ccccc43)cn2C)cc1	x	15%	2.4%	i	1.1	4%	5.9%	3.2	85	x	i	30
O=[N+]([O-])c1ccc(N2CCN(Cc3ccccc3)CC2)nc1	6%	4%	1.1%	i	0.1	9%	-1.6%	-1.9	36	1	i	63
COc1ccccc1NC(=O)CC1C(=O)Nc2ccccc2N1C(=O)c1ccccc1 (stereo not given)	-11%	3%	2.6%	i	0.3	5%	0.6%	0.6	59	1.2	i	33
O=C(CNc1cc(S(=O)(=O)N2CCOCC2)ccc1NCC1CCCO1)Nc1ccc(F)c(F)c1 (stereo not given)	11%	18%	0.7%	i	1.1	-2%	-0.3%	1.0	44	x	i	6
COc1ccccc1C(=O)Nc1ccc2c(c1)nc1n2CCSC1	-9%	6%	-0.7%	i	0.9	1%	1.4%	1.1	78	0.3	i	28
COCCCNc1nc2nonc2nc1NCCSC	-9%	6%	13%	i	0.3	-2%	0.1%	2.1	66	x	i	24
Cc1cc(C)c(C(=O)COC(=O)c2nn(C)c(=O)c3ccccc23)cc1C	x	x	0.6%	i	0.4	7%	-0.1%[50 µM]	7.3	54	x	i	37
Cc1ccc(NC(=O)NC2CCCCC2)c(C)c1	1%	8%	2.0%	i	2.2	6%	1.2%[50 µM]	-0.7	74	0.9	i	53
(cont.)
SMILES	PhoP inhibition	SV40 large T antigen	RSV antiviral HEp-2	Myeloid diff MLP	Myeloid diff MLP GFP+ MAC1+ %	MgcRacGAP inhibition	UTI89 phage lysis	NTR1 agonist	NTR1 agonist cell count 20 µM	TNAP activators	T cell modulator	T cell modulator vesicle-bound %
O=C(CSc1ccc2nnc(-c3ccncc3)n2n1)NCc1ccco1	5%	12%	0.9%	i	1.5	7%	-1.5%	0.2	53	1.1	i	41
CS(=O)(=O)N(CCc1ccccc1)CC(=O)NCC1CCCO1 (stereo not given)	-1%	13%	0.0%	i	0.5	13%	0.9%	0.8	47	1.1	i	21
CCC(C)NC(=O)c1ccc(CS(=O)(=O)c2ccc(OC)cc2)o1 (stereo not given)	9%	-1%	-0.2%	i	1.0	-2%	4.5%	2.8	37	1	i	64
O=C(c1ccc(NS(=O)(=O)c2ccc(F)cc2)cc1)N1CCC1	-4%	14%	-1.5%	i	0.5	-2%	0.0%[50 µM]	-1.0	57	x	i	24
O=C(CCC(=O)N1CCN(c2cccc(Cl)c2)CC1)c1cccs1	8%	2%	13%	i	1.0	4%	-0.1%[50 µM]	-0.3	62	x	i	20
CC1(C)C=Cc2c(ccc3c2OC[C@@H](c2ccc(O)cc2O)C3)O1	x	x	32%	i	18	7%	-2.5%	23	90	x	i	43
CCc1ccc(NC(=O)Cn2nnc(C(=O)NCCc3ccc(OC)c(OC)c3)c2N)cc1	-1%	4%	1.6%	u	x	9%	0.7%	-0.4	49	x	i	27
COc1cc(NC(=O)c2cc([N+](=O)[O-])ccc2Br)ccc1NC(=O)c1ccco1	13%	1%	0.3%	u	x	-1%	2.8%	0.8	40	1	i	40
Cc1cccc(C2=NOC(=O)/C2=C\c2ccccc2F)c1	x	x	-0.1%	i	0.1	5%	0.5%[50 µM]	3.1	55	x	i	11
O=C(NCC1CCCO1)c1ccccc1OCc1ccc(F)cc1 (stereo not given)	-6%	13%	-1.5%	i	0.4	1%	1.6%[50 µM]	0.7	48	x	i	31
CC(C)(C)OC(=O)N1CCC(C(=O)NNC(=O)c2ccc(Cl)cc2Cl)CC1	10%	3%	2.1%	i	7.2	8%	6.4%	-1.4	65	x	i	8
CC(NC(=O)CCNC(=O)c1ccccc1Cl)c1ccc(-n2ccnc2)cc1 (stereo not given)	2%	4%	1.4%	i	1.2	10%	1.9%[50 µM]	-0.6	55	x	i	13
Cc1cc(C(=O)COc2ccccc2C#N)c(C)n1C1CC1	-8%	11%	0.2%	i	0.2	5%	-0.7%	0.7	76	x	i	41
CCOc1ccccc1/C=N/NC(=O)c1cccc(S(=O)(=O)N(CC)CC)c1	-3%	20%	1.9%	i	1.4	-2%	-0.4%	3.2	52	1	i	60
CCN(CC)C(=O)Cn1cc(S(=O)(=O)CC(=O)NCCc2ccccc2)c2ccccc21	-5%	12%	0.4%	i	1.6	5%	-0.1%[50 µM]	0.5	50	x	i	14
O=C(NCC1CCCO1)c1ccc2c(c1)C(=O)N(c1cccc([N+](=O)[O-])c1)C2=O (stereo not given)	9%	-2%	1.6%	u	x	-1%	-1.6%	-0.3	39	x	i	16
CN(C)/C=N/C(=S)Nc1ccc(Br)cc1F	8%	12%	-0.3%	i	0.8	0%	0.8%	0.0	40	1.1	i	49
CCOc1ccccc1NC(=O)C1CCN(S(=O)(=O)c2ccc(OC)c(OC)c2)CC1	6%	12%	1.4%	i	3.8	4%	3.4%	-1.6	44	1.1	i	34

Laid out differently: 9 of the compounds above.
Values run as follows: PhoP inhibition, SV40 large T antigen, RSV antiviral HEp-2, Myeloid diff MLP, Myeloid diff MLP GFP+ MAC1+ %, MgcRacGAP inhibition, UTI89 phage lysis, NTR1 agonist, NTR1 agonist cell count 20 µM, TNAP activators, T cell modulator, T cell modulator vesicle-bound %
> O=C(NCC1CCCO1)c1ccccc1OCc1ccc(F)cc1 (stereo not given)
→ -6%, 13%, -1.5%, i, 0.4, 1%, 1.6%[50 µM], 0.7, 48, x, i, 31
> CC(C)(C)OC(=O)N1CCC(C(=O)NNC(=O)c2ccc(Cl)cc2Cl)CC1
→ 10%, 3%, 2.1%, i, 7.2, 8%, 6.4%, -1.4, 65, x, i, 8
> CC(NC(=O)CCNC(=O)c1ccccc1Cl)c1ccc(-n2ccnc2)cc1 (stereo not given)
→ 2%, 4%, 1.4%, i, 1.2, 10%, 1.9%[50 µM], -0.6, 55, x, i, 13
> Cc1cc(C(=O)COc2ccccc2C#N)c(C)n1C1CC1
→ -8%, 11%, 0.2%, i, 0.2, 5%, -0.7%, 0.7, 76, x, i, 41
> CCOc1ccccc1/C=N/NC(=O)c1cccc(S(=O)(=O)N(CC)CC)c1
→ -3%, 20%, 1.9%, i, 1.4, -2%, -0.4%, 3.2, 52, 1, i, 60
> CCN(CC)C(=O)Cn1cc(S(=O)(=O)CC(=O)NCCc2ccccc2)c2ccccc21
→ -5%, 12%, 0.4%, i, 1.6, 5%, -0.1%[50 µM], 0.5, 50, x, i, 14
> O=C(NCC1CCCO1)c1ccc2c(c1)C(=O)N(c1cccc([N+](=O)[O-])c1)C2=O (stereo not given)
→ 9%, -2%, 1.6%, u, x, -1%, -1.6%, -0.3, 39, x, i, 16
> CN(C)/C=N/C(=S)Nc1ccc(Br)cc1F
→ 8%, 12%, -0.3%, i, 0.8, 0%, 0.8%, 0.0, 40, 1.1, i, 49
> CCOc1ccccc1NC(=O)C1CCN(S(=O)(=O)c2ccc(OC)c(OC)c2)CC1
→ 6%, 12%, 1.4%, i, 3.8, 4%, 3.4%, -1.6, 44, 1.1, i, 34
